mouse IAP activators = activators of mouse IAP, confirmation, biochemical, luminescence, single concentration (AID 434970) | intestinal alkaline phosphatase [Mus musculus] | purified mouse IAP, CDP-Star luminescence, 30 min; stronger effect = lower value | activity change, negative = activation, % at 10 µM | 2.9% of 11,000 active; in the data active = activity change below about -85%;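 also: percent relative to enzyme plus DMSO wells and wells without enzyme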
mouse IAP activators Fold change = further read-out of mouse IAP activators, marked with its call; activation factor; measured here: IAP activation factor; stronger effect = higher value;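 fold luminescence change scaled to plate control wells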
* hit, by the source's call. This is a subset (hit frequency here may not be typical).

Second line of a record – mouse IAP activators | mouse IAP activators Fold change
- CN(C)c1ccc(NC(=O)c2cc3c(=O)n4ccccc4nc3n2C)cc1
 : 15.2 | 0.849
- CCCn1c(SCC(=O)Nc2sc(C)c(C)c2C#N)nnc1C(C)C
 : 15.1 | 0.849
- COc1ccc(C2C(C(=O)NCCN(C)C)c3ccccc3C(=O)N2C)cc1OC (stereo unspecified)
 : 6.0 | 0.94
- O=C(Nc1cccc(-c2cccc(Cl)c2)c1)C1CCN(CC2CCOC2)CC1 (stereo unspecified)
 : -131.6* | 2.32*
- CC(=O)C1=C(C)Nc2ncnn2C1c1ccc(Cl)cc1 (stereo unspecified)
 : 8.0 | 0.92
- O=C(NC1CCCCC1)c1sc(=S)n2c1[nH]c(=O)c1ccccc12
 : 14.2 | 0.858
- CCCN=C1N(C)C[C@@H]2[C@@H]3C(=O)N(C)C(=O)[C@@H]3[C@](Cc3ccccc3)(C(=O)OC)N12
 : -1.4 | 1.01
- N#Cc1ccccc1Cn1c(=O)n(C2CCCC2)c(=O)c2ccccc21
 : -3.4 | 1.03
- CCOC(=O)c1sc(C)nc1C1CCN(C(=O)OCC)CC1
 : 13.1 | 0.869
- CCOc1ccccc1-n1nnnc1SCC(=O)NC(=O)NCc1ccco1
 : -0.4 | 1
- COc1ccccc1Nc1ncc(C(=O)N2CCC(C(N)=O)CC2)c2ccccc12
 : 1.6 | 0.984
- COc1ccc(-c2nnc(SC(C)C#N)o2)cc1 (stereo unspecified)
 : 2.5 | 0.976
- COc1ccc(C(CCc2ccc(C)o2)NC(=O)Nc2ccc(OC)cc2OC)cc1 (stereo unspecified)
 : -20.3 | 1.2
- CC[C@]12c3[nH]c4ccc(Cl)cc4c3CCN1C(=O)[C@@H](CC(=O)NCCCN(C)C)C[C@@H]2C(=O)N1CCN(C(=O)C2CC2)CC1
 : -2.8 | 1.03
- CCCc1cc(=O)oc2cc(OCc3cc(OC)c(OC)c(OC)c3)c(Cl)cc12
 : 9.2 | 0.908

Whole records, looked up by structure. Values in the order: mouse IAP activators | mouse IAP activators Fold change
Results for CN(C)c1ccc(NC(=O)c2cc3c(=O)n4ccccc4nc3n2C)cc1 : 15.2 | 0.849
Results for CCOc1ccccc1-n1nnnc1SCC(=O)NC(=O)NCc1ccco1 : -0.4 | 1
Results for CC[C@]12c3[nH]c4ccc(Cl)cc4c3CCN1C(=O)[C@@H](CC(=O)NCCCN(C)C)C[C@@H]2C(=O)N1CCN(C(=O)C2CC2)CC1 : -2.8 | 1.03
Results for COc1ccc(C2C(C(=O)NCCN(C)C)c3ccccc3C(=O)N2C)cc1OC (stereo unspecified) : 6.0 | 0.94

Further compounds:
Second line of a record – mouse IAP activators | mouse IAP activators Fold change
- COC(=O)[C@H](Cc1ccccc1)NC(=O)Cn1cnc(C(=O)Nc2ccc(C)c(C)c2)n1
 : 1.4 | 0.986
- CCOC(=O)C(NC(=O)c1ccc(Cl)cc1Cl)(Nc1ccc(C)cc1)C(F)(F)F (stereo unspecified)
 : 4.3 | 0.957
- CC1CCN(S(=O)(=O)c2cccc(-c3nnc(-c4cccnc4)o3)c2)CC1
 : 0.4 | 0.995
- Cc1ccc(S(=O)(=O)N2c3ccccc3OCC2C(C)(C)C)cc1 (stereo unspecified)
 : -4.7 | 1.05
- CC(C)(C)n1nnnc1C(c1cccs1)N1CCN(C(=O)c2ccco2)CC1 (stereo unspecified)
 : -11.4 | 1.11
- COc1ccccc1CNC(=O)C(CCSC)NC(=O)C1CCC(C)CC1 (stereo unspecified)
 : 6.2 | 0.939
- CSc1cccc(NC(=O)Nc2ccc(Cl)cc2)c1
 : -106.2* | 2.06*
- CCOC(=O)c1c(C=O)c(C)n(Cc2ccccc2)c1C
 : -12.6 | 1.13
- CCOC(=O)C1(C)C(C(=O)OC)=C(c2ccc(OC)cc2)c2ccccc2N1C(=O)OC (stereo unspecified)
 : 7.1 | 0.929
- O=C(c1ccc(=O)oc1)N1CCN(c2ccc(F)cc2)CC1
 : 7.8 | 0.922
- COCCn1c(=O)[nH]c2cc(C(=O)NCCN3CCN(c4ccccc4)CC3)ccc2c1=O
 : 4.2 | 0.958
- CCc1ccccc1N(CC(=O)N1CCN(c2ccccc2)CC1)S(C)(=O)=O
 : 4.4 | 0.956
- COc1ccc(CCn2nnnc2C(C(C)C)N2CCC(C(N)=O)CC2)cc1OC (stereo unspecified)
 : 1.6 | 0.984

In the list so far, these have two or more sulfur atoms.
Second line of a record – mouse IAP activators | mouse IAP activators Fold change
- CCCn1c(SCC(=O)Nc2sc(C)c(C)c2C#N)nnc1C(C)C
 : 15.1 | 0.849
- O=C(NC1CCCCC1)c1sc(=S)n2c1[nH]c(=O)c1ccccc12
 : 14.2 | 0.858

4 of the entries above in order of their number in mouse IAP activators Fold change, descending.
Second line of a record – mouse IAP activators | mouse IAP activators Fold change
- CC(C)(C)n1nnnc1C(c1cccs1)N1CCN(C(=O)c2ccco2)CC1 (stereo unspecified)
 : -11.4 | 1.11
- COCCn1c(=O)[nH]c2cc(C(=O)NCCN3CCN(c4ccccc4)CC3)ccc2c1=O
 : 4.2 | 0.958
- CCOC(=O)C(NC(=O)c1ccc(Cl)cc1Cl)(Nc1ccc(C)cc1)C(F)(F)F (stereo unspecified)
 : 4.3 | 0.957
- COc1ccccc1CNC(=O)C(CCSC)NC(=O)C1CCC(C)CC1 (stereo unspecified)
 : 6.2 | 0.939
